MEKK2wt PB1 HTS: raises or lowers MEK5 binding to wildtype human MEKK2 PB1 domain. bead flow cytometry, Alexa488-MEK5 binding to MEKK2 WT; actives lie on both sides. AID 1531. binding response (% of control), % at 10 µM. Q9Y2U5. 1.1% of 290,000 active; in the data active means binding response below about 67% or above about 130%
MEKK2 mut-MEK5: signal of MEK5 binding to mutant human MEKK2 PB1 domain; bead flow cytometry, Alexa488-MEK5 binding to MEKK2 mutant; percent response, % at 10 µM; 0.35% of 290,000 active; AID 1530; in the data active means percent response above about 24%, passing the limit was not always enough; further: inactives centre near 1; some results filed as inactive read as strong as hits; reference of the scale not given here
GPR7 antagonist: human neuropeptides B/W receptor 1 antagonism. P48145. GPR7-expressing cells, fluorescence antagonist assay. inhibition, % at 4.4 µM. 1.1% of 290,000 active; in the data active means inhibition above about 16%, passing the limit was not always enough;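 further: cells stimulated with the agonist NPW; 0% = agonist with vehicle and 100% = vehicle without agonist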
Target sequence (P48145 whole entry, looked up): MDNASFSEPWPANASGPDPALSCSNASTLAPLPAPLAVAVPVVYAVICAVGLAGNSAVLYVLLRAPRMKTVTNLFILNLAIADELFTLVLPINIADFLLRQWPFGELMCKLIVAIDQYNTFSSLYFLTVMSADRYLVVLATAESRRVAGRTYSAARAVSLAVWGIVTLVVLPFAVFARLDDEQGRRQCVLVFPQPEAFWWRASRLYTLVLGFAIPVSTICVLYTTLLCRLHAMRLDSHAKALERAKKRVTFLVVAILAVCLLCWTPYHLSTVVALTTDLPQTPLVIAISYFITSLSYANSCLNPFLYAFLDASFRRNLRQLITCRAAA
OXTR agonist: activates the human oxytocin receptor | CHO-OTR cells, Fluo-8 calcium fluorescence; normalized: DMSO 0%, oxytocin 100% | activation, % at 3 µM | 0.32% of 320,000 active;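 active means activation above the mean of all tested compounds plus 3 SD, cutoff set per screening run, cut at about 20% in these data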;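 further: peak over basal fluorescence ratio from a 100 s FLIPR kinetic read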
GalR3 antag: human GalR3 antagonism | O60755 | HEK293 GalR3-CNG cAMP membrane potential fluorescence; galR3 body fused to GalR1 C-terminus | inhibition, % at 3 µM | 0.44% of 360,000 active;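 active means inhibition above the screen-wide average plus 3 SD, cut at about 13% in these data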;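 further: forskolin and galanin both at EC90 stimulate the cells; cAMP rise reported by CNG channel membrane potential dye signal; 0% = forskolin plus galanin with DMSO and 100% = forskolin alone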
MEKK3 PB1 HTS: raises or lowers MEK5 binding to the human MEKK3 PB1 domain | Q99759 | bead-based flow cytometry, Alexa488-MEK5 binding to MEKK3; actives lie on both sides; 0 = blocked by unlabeled MEK5, 100 = vehicle | binding response (% of control), % at 10 µM | 1.4% of 290,000 active;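 active means binding response more than 3 SD above or below the average of its plate-row segment, actives on both sides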;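 further: Alexa488 bead fluorescence after subtracting the streptavidin-only scavenger bead signal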
V1aR counter: activates human V1a receptor in oxytocin agonist counter-screen; AID 2797; 0.25% of 320,000 active; CHO-V1R cells, Fluo-8 calcium fluorescence, agonist mode; 0% DMSO, 100% 3 nM vasopressin; activation, % at 3 µM; P37288;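 active means activation above the mean activation of all tested compounds plus 3 SD, per screening run, cut at about 20% in these data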;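 further: signal is peak over basal fluorescence ratio across a 100 second FLIPR read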
Target sequence (P37288 whole entry, looked up): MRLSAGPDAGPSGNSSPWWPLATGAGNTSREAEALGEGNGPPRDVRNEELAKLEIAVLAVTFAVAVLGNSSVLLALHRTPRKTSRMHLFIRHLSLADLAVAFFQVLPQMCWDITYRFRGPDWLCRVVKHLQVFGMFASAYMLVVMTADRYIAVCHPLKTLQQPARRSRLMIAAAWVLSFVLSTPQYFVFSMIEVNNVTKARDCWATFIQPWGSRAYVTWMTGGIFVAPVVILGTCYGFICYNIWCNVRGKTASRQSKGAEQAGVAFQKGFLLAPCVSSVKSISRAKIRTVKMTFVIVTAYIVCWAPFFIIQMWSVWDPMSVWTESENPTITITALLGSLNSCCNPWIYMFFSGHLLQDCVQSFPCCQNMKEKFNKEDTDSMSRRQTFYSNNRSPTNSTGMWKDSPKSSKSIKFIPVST
NALP1 inh: inhibitors of NALP1 inflammasome in yeast | inhibition, % at 10 µM | 0.61% of 280,000 active | S. cerevisiae NALP1/ASC/caspase-1 growth, X-gal OD620, 72 h | AID 2071; in the data active means inhibition mostly above about 24%, no sharp cut-off; inactive means mostly below about 32%; further: some compounds called inactive have numbers as strong as hits
PHOSPHO1 block: PHOSPHO1 (human) inhibition; Q8TCT1; recombinant PHOSPHO1, absorbance phosphatase assay; inhibition, % at 13.3 µM; 1.1% of 290,000 active; in the data active means inhibition above about 60%
Target sequence (Q8TCT1 whole entry, looked up): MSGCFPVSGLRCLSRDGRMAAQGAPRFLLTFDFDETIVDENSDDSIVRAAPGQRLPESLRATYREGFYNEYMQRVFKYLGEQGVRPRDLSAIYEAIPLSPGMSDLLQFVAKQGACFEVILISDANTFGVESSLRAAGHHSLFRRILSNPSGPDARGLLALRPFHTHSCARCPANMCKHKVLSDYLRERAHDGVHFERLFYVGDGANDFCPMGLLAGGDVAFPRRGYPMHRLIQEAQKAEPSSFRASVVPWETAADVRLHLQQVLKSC
* marks the source's active call; other numbers are inactive results; / = no result given.

SMILES | MEKK2wt PB1 HTS | MEKK2 mut-MEK5 | GPR7 antagonist | OXTR agonist | GalR3 antag | MEKK3 PB1 HTS | V1aR counter | NALP1 inh | PHOSPHO1 block
COc1ccc(CCC(=O)Nc2c(C)n(C)n(-c3ccccc3)c2=O)cc1 | 100 | -4 | -3 | -0.4 | -2 | 100 | -0.3 | -7 | -15
c1ccc(CNc2ccc3c(c2)ncn3C2CCCCC2)nc1 | 100 | -1 | -12 | 1.0 | 1 | 96 | 1.2 | 33 | -14
COc1ccccc1NC(=O)CN1CCN(CC(=O)Nc2ccc(OCc3ccccc3)cc2)CC1 | 103 | -16 | -4 | 4.1 | -4 | 100 | 4.2 | 5 | -23
Nc1cc(Cl)ccc1N1CCCCCC1 | 96 | -2 | 10 | -1.9 | -3 | 96 | 0.5 | -14 | 22
Cc1cccc(NC(=O)c2ccc(F)c(S(=O)(=O)NCc3ccco3)c2)c1 | 92 | -1 | 6 | -0.1 | -6 | 97 | 1.5 | -8 | 49
CCCCc1cc(=O)oc2cc(C)cc(OC(C)C(=O)NCC3CCC(C(=O)O)CC3)c12 (configuration not stated) | 103 | 3 | -8 | -0.6 | -7 | 101 | 0.5 | 11 | -13
O=C(Nc1cccc(C(=O)N2CCOCC2)c1)c1cncc(Br)c1 | 100 | 1 | -10 | -0.3 | -3 | 102 | 0.7 | 11 | -46
O=C(NC1CCCCCC1)c1cc(=O)[nH]c2ccc(S(=O)(=O)N3CCOCC3)cc12 | 101 | -5 | -3 | 1.1 | 5 | 98 | 0.5 | -2 | 16
CN(C)C(=O)c1cc([N+](=O)[O-])cc([N+](=O)[O-])c1N(C)C | 110 | 6 | 16 | 1.7 | -2 | 114 | 0.8 | 1 | 13
Cc1ccc2c(c1)c(/C=C/c1cc[n+](C)cc1)c(C)n2C | 117 | -11 | 2 | / | -7 | 101 | / | 7 | 5
Cc1ccc2c(c1)nnn2C1CCN(CC(=O)NNC(=O)c2ccco2)CC1 | 99 | -2 | -7 | -1.0 | -2 | 98 | -0.2 | 5 | 35
S=c1nc(C2CC2)n(-c2ccccc2)[nH]1 | 105 | 11 | -2 | -0.1 | -5 | 102 | 0.6 | / | -128
CC(=O)Nc1ccc(OCCOc2ccc([N+](=O)[O-])cc2)cc1 | 109 | 6 | 9 | 5.2 | -7 | 109 | 4.7 | 18 | 12
COc1ccc(N2CCN(C(=O)CSc3ccc(C)cc3)CC2)cc1 | 114 | 0 | 1 | 0.5 | -2 | 130* | 0.7 | -3 | 15
COc1cccc(C(=O)NCC(=O)OCC(=O)Nc2cc(OC)c([N+](=O)[O-])cc2C)c1 | 106 | 1 | -3 | -0.7 | -5 | 94 | -0.6 | 27 | -7
CCCCOC(=O)CSC1=C(C#N)C(c2ccccc2OCC)C(C#N)C(=O)N1 (configuration not stated) | 104 | 0 | 5 | -1.0 | / | 101 | -0.3 | -4 | 36
CC(=O)Nc1cccc(NC(=O)c2c(-c3c(Cl)cccc3Cl)noc2C)c1 | 100 | -1 | 5 | 2.2 | -10 | 101 | 2.3 | 7 | 1
COc1ccc(-n2c(SCC(=O)NCCC(C)C)nc3ccsc3c2=O)cc1 | 98 | -2 | -3 | -1.4 | -5 | 93 | -1.6 | 4 | 24
Nn1c(SCC(=O)Nc2ccc(F)c(F)c2)nnc1C1CCCCC1 | 92 | -6 | -9 | -0.4 | -5 | 94 | 0.3 | 12 | 4
CC1CCN(C(=O)CSc2nnc(Cc3cccn3C)n2-c2ccc(F)cc2)CC1 | 94 | -9 | -6 | -1.2 | 3 | 92 | -0.3 | 38 | 18
COC(=O)c1ccc(NC(=O)CCCCCn2nnc3ccccc3c2=O)cc1 | 95 | 5 | -3 | / | -9 | 100 | / | -4 | -17
COc1ccc(C(=O)COC(=O)C(C)N2C(=O)C3C4CCC(C4)C3C2=O)cc1 (configuration not stated) | 105 | 10 | 3 | 1.2 | -8 | 105 | 1.6 | 4 | 20
Cc1nc(N)sc1C(=O)NN | 94 | -10 | -10 | -2.1 | -5 | 100 | -0.4 | -13 | 27
O=C(CCl)N=c1sccn1Cc1ccc(Cl)cc1Cl | 59 | -15 | 6 | -1.5 | -4 | 65 | -0.5 | 21 | -4
Cc1ccnc(SC2CC(=O)N(c3ccc(Br)cc3)C2=O)n1 (configuration not stated) | 103 | -1 | 2 | / | -11 | 103 | / | 14 | 15
O=C(N/N=C/c1cccc([N+](=O)[O-])c1)C(=O)N1CCCCCC1 | 108 | 6 | -2 | -0.2 | -1 | 104 | -0.2 | 3 | 9
CCCCCCCCCCCC(=O)N/N=C/c1ccco1 | 96 | 2 | 1 | 1.6 | -4 | 102 | 1.4 | -8 | 28
O=[N+]([O-])c1ccc2nc(C(O)C(O)c3nc4ccc([N+](=O)[O-])cc4[nH]3)[nH]c2c1 (configuration not stated) | 102 | 4 | 4 | 0.3 | -10 | 95 | -0.4 | 10 | 14
COc1ccccc1CC(=O)Nc1ccc(-c2noc(COc3cccc(C)c3C)n2)cc1 | 101 | -7 | -7 | 2.8 | 0 | 101 | 1.1 | 2 | 0
COc1cccc(C(=O)N2CCC(C(=O)N3CCN(C)CC3)CC2)c1 | 94 | 0 | -3 | / | 0 | 94 | / | 9 | 31

Next section; the last five above are carried over.
SMILES | MEKK2wt PB1 HTS | MEKK2 mut-MEK5 | GPR7 antagonist | OXTR agonist | GalR3 antag | MEKK3 PB1 HTS | V1aR counter | NALP1 inh | PHOSPHO1 block
O=C(N/N=C/c1cccc([N+](=O)[O-])c1)C(=O)N1CCCCCC1 | 108 | 6 | -2 | -0.2 | -1 | 104 | -0.2 | 3 | 9
CCCCCCCCCCCC(=O)N/N=C/c1ccco1 | 96 | 2 | 1 | 1.6 | -4 | 102 | 1.4 | -8 | 28
O=[N+]([O-])c1ccc2nc(C(O)C(O)c3nc4ccc([N+](=O)[O-])cc4[nH]3)[nH]c2c1 (configuration not stated) | 102 | 4 | 4 | 0.3 | -10 | 95 | -0.4 | 10 | 14
COc1ccccc1CC(=O)Nc1ccc(-c2noc(COc3cccc(C)c3C)n2)cc1 | 101 | -7 | -7 | 2.8 | 0 | 101 | 1.1 | 2 | 0
COc1cccc(C(=O)N2CCC(C(=O)N3CCN(C)CC3)CC2)c1 | 94 | 0 | -3 | / | 0 | 94 | / | 9 | 31
CNc1nc(N)c([N+](=O)[O-])c(NC2CCCCC2)n1 | 99 | 2 | -25 | / | -9 | 97 | / | 8 | 35
COc1ccc(NC(=O)CC2C(=O)N(c3ccc(OC)cc3)C(=O)N2CCc2cccs2)cc1 (configuration not stated) | 96 | -1 | 5 | 1.4 | 4 | 105 | 3.1 | 34 | 16
O=C(OCCCN=C1NS(=O)(=O)c2ccccc21)c1ccc([N+](=O)[O-])cc1 | 79 | -12 | 2 | 0.9 | -6 | 77 | 0.8 | -1 | 20
COCCOC(=O)c1c(C)oc2ccc(NS(=O)(=O)c3ccc(C(=O)O)cc3)cc12 | 106 | 3 | / | 0.2 | -2 | 113 | -0.1 | -40 | -23
CCC(=O)N1CCN(c2ccc(NC(=O)c3cc4ccccc4o3)cc2Cl)CC1 | / | / | -15 | 8.5 | -3 | / | 9.0 | 53 | -7
Cc1nc2cc(NC(=O)NCc3ccccc3)ccc2o1 | / | / | -3 | 0.1 | 1 | / | 8.2 | 22 | 25
Cc1ccc(-c2nc(P(=O)(c3ccccc3)c3ccccc3)c(N3CCOCC3)o2)cc1 | 103 | 5 | -16 | -2.0 | -1 | 106 | -1.3 | 21 | -2
O=C(CSc1nnc(SCc2ccccc2)s1)N/N=C/C=C/c1ccccc1[N+](=O)[O-] | 99 | 14 | -2 | 0.3 | 5 | 102 | 3.0 | 8 | 16
COc1ccc(NC(=O)c2sc3nc(-c4cccnc4)ccc3c2N)cc1 | 104 | 0 | 1 | 0.1 | -6 | 102 | 0.8 | / | 3
CCOC(=O)N1CCN(C(=O)CCc2nc3sc4c(c3c(=O)[nH]2)CCCC4)CC1 | 97 | 2 | -7 | 0.2 | 2 | 101 | 0.6 | -11 | 42
O=C(c1ccc(F)cc1)N1C2CCC1CC(O)(c1ccccc1F)C2 (configuration not stated) | 104 | 3 | 7 | -1.0 | 1 | 102 | 0.7 | 8 | -4
CCNC(=S)N1CCCCC1CO (configuration not stated) | 90 | -9 | -3 | 0.5 | 1 | 91 | 0.9 | 4 | 2
Cc1onc(-c2ccccc2Cl)c1C(=O)N1CCN(c2nc3ccccc3s2)CC1 | 102 | 6 | 3 | -1.2 | -7 | 105 | 0.8 | 34* | -29
Cc1ccc(CNC(=O)CC2Nc3c4ccccc4nc(=S)n3C2=O)cc1 (configuration not stated) | 95 | -5 | -14 | 0.0 | -2 | 97 | 1.2 | -11 | -24
Cc1nn(C)c(C)c1N=Cc1c(O)ccc2ccccc12 | 96 | 2 | -15 | 0.1 | -5 | 97 | 0.1 | -12 | -22
O=C(Nc1ccc(S(=O)(=O)Nc2ccc(Cl)cc2)cc1)C1CCCO1 (configuration not stated) | 102 | 10 | 3 | 18 | -6 | 100 | 16 | -10 | 10
O=C(CSc1nnc(CNC(=O)c2ccccc2F)o1)Nc1cccc(C(F)(F)F)c1 | 93 | -4 | -3 | 6.6 | -6 | 93 | 12 | -1 | 38
COc1ccc(CNC(=O)C(C)OC(=O)c2cccn2C)cc1 (configuration not stated) | 108 | 4 | 0 | -0.8 | -2 | 108 | 0.0 | -10 | -19
NS(=O)(=O)c1ccc(N2CCN(CCOc3ccc(Cl)cc3)CC2)nc1 | 102 | -3 | 12 | 7.3 | -8 | 99 | 11 | 20 | 14
O=C(CSc1ncnc2c1oc1ccccc12)Nc1nccs1 | 91 | -7 | 10 | 0.3 | 1 | 94 | 0.7 | 11 | 4
CCc1nc2ccccc2c(C(=O)OCc2nnc(-c3ccccc3)o2)c1C | / | / | -13 | -0.9 | -3 | / | -0.1 | 0 | 7
Cc1cc(OCC(=O)Nc2cccnc2)c2c(C)c(C)c(=O)oc2c1 | 102 | 3 | -8 | 0.4 | -9 | 102 | 1.5 | 12 | 13
Cc1ccc(Cl)c(OCC(=O)NN2CCN(C)CC2)c1 | 107 | 12 | -6 | 1.5 | -3 | 105 | 0.4 | / | 38
C=CCNC(=S)N/N=C1\CCS(=O)(=O)c2ccccc21 | 100 | -8 | 13 | 0.2 | -7 | 94 | 2.6 | 9 | 2
COc1ccc(S(=O)(=O)N(C)CC(=O)NC2CCCCC2)cc1Cl | 115 | 6 | -14 | -0.3 | -5 | 110 | 0.3 | -6 | 14
Cc1cc(=O)n2c(C(=O)Nc3ccc(C)c(C)c3)c(C(=O)Nc3ccccc3)sc2n1 | 94 | -5 | -10 | -0.1 | -5 | 99 | 0.5 | 3 | -7
Cc1ccc(NC(=O)CCCn2c(=O)[nH]c3ccsc3c2=O)cc1 | 101 | -2 | -2 | -0.5 | / | 102 | 0.1 | 19 | 35
CCOc1ccc(NC(=O)CCn2c(=O)[nH]c3ccsc3c2=O)cc1 | 100 | -1 | 3 | -0.8 | -4 | 99 | 0.4 | -5 | -4
Cc1ccc(C(=O)N2CCOCC2)cc1S(=O)(=O)Nc1cccc(C)c1C | 109 | 11 | -5 | 0.5 | -3 | 107 | -0.4 | 10 | -4
C/C(Cc1ccccc1)=N\NC(=O)CNC(=O)c1ccccc1 | 100 | 11 | 1 | -0.3 | -4 | 98 | 0.7 | 25 | 7
CC(C)(C)C1CCc2c(sc(NC(=O)c3ccco3)c2C(N)=O)C1 (configuration not stated) | 95 | 4 | 6 | 0.0 | -1 | 104 | 0.7 | 10 | -4
CN(C)S(=O)(=O)c1cc(NC2CC(=O)N(c3ccc(F)cc3)C2=O)ccc1Cl (configuration not stated) | 94 | -5 | 9 | 2.6 | -6 | 98 | 2.6 | -12 | 32

Source: PubChem BioAssay (several laboratories)
